# Assay outcomes deposited in PubChem BioAssay by Broad Institute.
# GSIS activator = GLuc luminescence reporter in INS-1E cells, primary screen for activators of glucose-dependent secretion of insulin. INS-1E GLuc reporter insulin secretion, 2-3 h. activation, % at 16.6 µM. hit rate 0.61% among 370,000. AID 743287;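 active = lowest replicate activation of at least 40%, so every replicate reaches that level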;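 note: 0% = median of neutral control wells and 100% = median of IBMX positive control wells; some compounds called inactive have numbers as strong as hits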
# Cneo AK release = causes C. neoformans cell lysis | lysis activity, % at 15 µM | AID 651654 | hit rate 0.2% among 360,000 | adenylate kinase release luminescence, 4 h; normalised: neutral wells 0, clomiphene wells 100;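 active = mean lysis activity across replicates of at least 80%, whatever share of replicates individually reach that level; inactive = mean lysis activity below 80%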
#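 Assay system: Cryptococcus neoformans yeast cells / Dosing: single-point compound dose / Timing: 4 h at 37 °C static, read 1 h later / Measured by: luminescence of released adenylate kinase using an AK detection reagent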
# C2C12 statin = protects C2C12 myotubes from simvastatin toxicity; ATP luminescence, 48 h; scaled: DMSO 0, geranylgeraniol control 100; rescue of ATP level, % at 7.49 µM; hit rate 0.78% among 330,000; AID 602340;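 active = mean ATP rescue above about 67%, or every replicate alone reaching that limit, limit read from the data, passing the limit was not always enough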;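 note: myotubes were challenged with 10 µM simvastatin during compound exposure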
# F508del corr = CFTR F508del correction in bronchial cells. CFBE cells, YFP halide quenching; stimulated with forskolin plus potentiator P3; % fluorescence drop versus neutral controls. activity (quench increase), % at 7.58 µM. hit rate 0.36% among 350,000;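 active = mean added fluorescence quench of at least 8% versus neutral control, with both replicates also reaching 8%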;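 note: cells transiently co-express mutant CFTR-F508del with the halide-sensitive YFP; corrector assay measuring rescue of mutant channel to the surface after 24 h compound exposure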
# PGC1a acetyl inh = PGC1a acetylation modulation, inhibitor mode; U2OS PGC1a acetylation, AlphaScreen anti-acetyl-lysine; with virally co-expressed GCN5 acetyltransferase; inhibition, % at 15.6 µM; hit rate 0.17% among 350,000; AID 651687;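 active = every replicate shows inhibition of at least 40%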;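 note: 0% = neutral control wells and 100% = positive control wells; some results beyond the cut were filed as inactive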
# PglD DTNB = blocks C. jejuni PglD acetyltransferase activity | purified PglD enzyme, DTNB colorimetric CoA detection | inhibition, % at 12.5 µM | hit rate 0.098% among 360,000 | AID 602405; in the data active = inhibition above about 16%, passing the limit was not always enough; note: strong numbers were not always called active
# miR-122 sensor = blocks miR-122 activity in Huh7 sensor cells. AID 602342. activation (reporter increase), % at 12.5 µM. hit rate 0.3% among 340,000. Huh7 miR-122 Renilla luciferase sensor, 48 h; neutral wells = 0, positive control = 100;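 active = mean replicate activation score at least 90 and every replicate individually at or above 90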;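 note: higher luciferase means less miR-122 activity so hits act as miR-122 inhibitors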
# FN deposit inh = fibronectin deposition inhibition. hit rate 0.086% among 350,000. inhibition, % at 12.6 µM. AH1F fibroblasts, Alexa488-fibronectin deposition fluorescence, overnight;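 active = mean inhibition across replicates of 30% or more, regardless of how many single replicates reach that level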;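 note: positive control wells lacked labelled fibronectin entirely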
#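 Material: AH1F fibroblast monolayer depositing Alexa488-labelled fibronectin into matrix | Input: 10000 AH1F cells/well | Medium: DMEM plus 2% serum, read in PBS | Reagent: Alexa488-fibronectin, 24 nM final in well | Compound dosing: One dose per compound, pinned | Schedule: 1 h adhesion, overnight exposure | Measured by: Fluorescence at 485 nm excitation, 525 nm emission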
# The depositor's hits bear a star; x = not tested or not shown; & = joins results of further samples; [ ] = dose if it differs, or a comment. This is a random part of the collection, and some 2.1% of all compounds hit somewhere here.
SMILES,GSIS activator,Cneo AK release,C2C12 statin,F508del corr,PGC1a acetyl inh,PglD DTNB,miR-122 sensor,FN deposit inh
Cc1cc(C(=O)OCC(=O)Nc2ccc(F)cc2)c(C)o1,x,-1,x,x,38,-8,-5,2
O=S(=O)(c1cccnc1)N1CCCC(Nc2ccc(F)c(F)c2)C1 (stereo not drawn),x,2,2,1.6,-2,5,-1,-11
C[C@@H]1CN([C@H](C)CO)C(=O)CCCn2nncc2CO[C@@H]1CN(C)C(=O)Cc1ccccc1,15&-3,-3&52&-10,3&3&-13,-3.5&-2.8&-2.6,-4&7&-11,-4&0&-1,-6,-7
CCOC(=O)c1cc(-c2ccccc2)nn1CC1CC(c2ccc(Cl)cc2)=NO1 (stereo not drawn),-11,1,19,2.3,-3,-2,-10,-5
Nc1cc(=O)[nH]c(SCC(=O)Nc2ccc(S(=O)(=O)N3CCCC3)cc2)n1,0,-3,3,0.3,5,-4,x,-17
COc1ccc(CC(=O)NCc2cccs2)cc1OC,x,0,x,x,2,5,0,2
c1csc(-c2cnc3ccccc3n2)c1,x,1,x,x,3,-5,-4,-9
COCCn1c(=NC(=O)CCS(=O)(=O)c2ccccc2)sc2cc(C(=O)OC)ccc21,3,4,-3,-2.1,2,3,-8,1
C[C@@H]1CCCCO[C@H](CN(C)Cc2ccc(C(F)(F)F)cc2)[C@H](C)CN([C@@H](C)CO)C(=O)c2cc(NC(=O)Nc3cccc4ccccc34)ccc2O1,-1,2,x,-2.6,-11,2,-7[16.7 µM],6
C/C(=N\Nc1ccc(Cl)c(C(=O)O)c1)c1ccc[nH]1,-2,x,-5,0.0,0,x,-1,-3

# Some entries already given, showing only PGC1a acetyl inh and FN deposit inh.
smiles | PGC1a acetyl inh | FN deposit inh
O=S(=O)(c1cccnc1)N1CCCC(Nc2ccc(F)c(F)c2)C1 (stereo not drawn) | -2 | -11
C[C@@H]1CN([C@H](C)CO)C(=O)CCCn2nncc2CO[C@@H]1CN(C)C(=O)Cc1ccccc1 | -4&7&-11 | -7
CCOC(=O)c1cc(-c2ccccc2)nn1CC1CC(c2ccc(Cl)cc2)=NO1 (stereo not drawn) | -3 | -5

# Following part:
SMILES,GSIS activator,Cneo AK release,C2C12 statin,F508del corr,PGC1a acetyl inh,PglD DTNB,miR-122 sensor,FN deposit inh
Cc1nn(CC#N)c(=O)n1-c1ccc(C(C)C)cc1,-13,2,9,-4.7,4,1,-5,-2
COc1ccccc1N(C(=O)c1ccco1)C(C(=O)NC1CCCC1)c1ccc(N2CCOCC2)cc1 (stereo not drawn),-19,1,-30,0.8,-20,3,10,1
CCOC(=O)C1=C(C)N=c2s/c(=C\c3ccncc3)c(=O)n2C1c1ccc2c(c1)OCO2 (stereo not drawn),x,2,24,x,5,-4,-7,x
CCOCCn1c(=O)c2c(nc3n2CCCN3CCc2ccccc2)n(C)c1=O,-6,0,-14,2.5,x,-4,x,-8
CCCN1Cc2cccc(C(=O)NC(CC(=O)OCC)c3ccc(C)cc3)c2C1=O (stereo not drawn),9,x,11,4.3,-2,x,16,0
CCNC(=O)C(=O)NCC1CCCN1S(=O)(=O)c1cccs1 (stereo not drawn),0,0,0,-1.4,9,5,-2,4
COc1ccc(/C(C)=N/NC(=O)c2ccccc2OCc2ccccc2)c(OC)c1,21,-1,1,x,5,-3,0,x
Cn1cnnc1-c1cccc(NS(=O)(=O)c2ccc(N3CCCC3=O)cc2)c1,5,0,-9,-3.0,11,-1,-2,x
C[C@@H](NC(=O)C[C@H]1C[C@H]2c3cc(NC(=O)C4CCC4)ccc3O[C@H]2[C@H](CO)O1)c1ccccc1,-12,-2,2,0.2,15,0,-3[16.7 µM],3
COc1ccc(NC(=O)CSc2nnc(-c3cccc(O)c3)o2)cc1,3,0,-11,2.8,x,9,2,1
CCOC(=O)[C@@H]1[C@H]2COc3cc(OC)ccc3[C@@H]2N2C(=O)N(c3ccccc3)C(=O)[C@]12C,-18,0,25,-4.5,-6,1,1,-8
COC(=O)c1ccc(COc2ccc(C#N)cc2)o1,-2,-3,-4,2.2,12,-3,3,9
O=C(CSc1nnc(-c2ccncc2)n1Cc1ccccc1)Nc1nccs1,x,-1,-3,x,-36,48*,2,6
COC(=O)Nc1ccc(S(=O)(=O)Nc2ccc(O)cc2)cc1,-15,0,-16,x,0,-3,x,x
Cc1oc2c(C)c(O)ccc2c(=O)c1-c1ccc2ccccc2n1,x,1,-29,x,2,-4,6,7
CC(C)CCn1c(COc2ccccc2)nn(CCC#N)c1=S,-15,-2,-6,0.7,-4,-6,-1,-4
Nc1cc(Cl)ccc1Nc1ccncc1,10,0,1,2.7,-17,0,-2,2
CCN(c1ccc(NC(=O)COC(=O)/C=C/c2ccco2)cc1)C(C)C,-28,0,0,0.6,x,2,x,-3
CCN(CC)C(=O)COc1ccc2c(-c3ccccc3)cc(=O)oc2c1,7,0,-2,1.0,1,6,-7,2
Cc1ccc(Cl)cc1NC(=S)Nn1cnnc1,-1,0,9,2.1,x,3,1,5
CN1CCN(C(=O)C[C@@H]2C[C@H]3c4cc(NC(=O)Nc5ccc(C(F)(F)F)cc5)ccc4O[C@H]3[C@@H](CO)O2)CC1,-4,9,-4,0.9,14,-1,3[16.7 µM],0
O=C(N/C(=C\c1ccc([N+](=O)[O-])cc1)C(=O)N1CCCCC1)c1ccc(Br)o1,-25,1,1,-1.7,x,6,x,x
CCOC(=O)/C=C1\CC(C(=O)OCC)Oc2c(OC)cccc21 (stereo not drawn),-2,0,1,0.0,2,-1,-3,-9
CCOc1cc(C(=O)NCc2ccccc2)ccc1OCC(=O)N1CCCCC1,14,3,-1,1.0,1,6,-8,-4
O=S(=O)(c1cccc(-c2nnc(-c3ccc(Br)cc3)o2)c1)N1CCCCCC1,x,-1,-27,x,17,6,0,6
C[C@@H]1CCCCO[C@@H](CN(C)S(=O)(=O)c2ccccc2)[C@@H](C)CN([C@@H](C)CO)C(=O)c2cc(NC(=O)CCCN(C)C)ccc2O1,8,-3,x,-0.4,-3,2,0[16.7 µM],0
CC(=O)Nc1sc2c(c1C#N)CCC2,4,1,-1,0.0,x,1,8,5
COCC(C)N=CC1=C(O)CC(C)(C)CC1=O (stereo not drawn),18,1,-6,x,-4,-5,2,2
COc1cccc(-c2cnc(C(O)c3ccccc3)[nH]2)c1 (stereo not drawn),x,-2,3,-2.2,-4,1,0,6
O=c1c(F)cn(C2CCCO2)c(=O)n1Cc1c(Cl)cccc1Cl (stereo not drawn),x,-4,9,x,-11,5,-4,x

# Printed as active in PglD DTNB, among the entries above:
Structure	GSIS activator	F508del corr	PGC1a acetyl inh	PglD DTNB	miR-122 sensor
O=C(CSc1nnc(-c2ccncc2)n1Cc1ccccc1)Nc1nccs1	x	x	-36	48*	2

# Gathered by group, those above with a cyano group (four)
SMILES,GSIS activator,Cneo AK release,C2C12 statin,F508del corr,PGC1a acetyl inh,PglD DTNB,miR-122 sensor,FN deposit inh
Cc1nn(CC#N)c(=O)n1-c1ccc(C(C)C)cc1,-13,2,9,-4.7,4,1,-5,-2
COC(=O)c1ccc(COc2ccc(C#N)cc2)o1,-2,-3,-4,2.2,12,-3,3,9
CC(C)CCn1c(COc2ccccc2)nn(CCC#N)c1=S,-15,-2,-6,0.7,-4,-6,-1,-4
CC(=O)Nc1sc2c(c1C#N)CCC2,4,1,-1,0.0,x,1,8,5

# Remaining list, next part.
SMILES,GSIS activator,Cneo AK release,C2C12 statin,F508del corr,PGC1a acetyl inh,PglD DTNB,miR-122 sensor,FN deposit inh
C[C@@H]1CCCCO[C@@H](CN(C)C(=O)CCC(F)(F)F)[C@@H](C)CN([C@@H](C)CO)C(=O)c2cc(NC(=O)Cc3ccccc3)ccc2O1,3,2,x,-0.5,3,-3,1[16.7 µM],x
O=C(NCC(c1cccs1)N1CCOCC1)c1ccc(Cl)c(S(=O)(=O)N2CCOCC2)c1 (stereo not drawn),-7,x,3,1.6,-3,x,-2,-15
CN1C(=O)c2cc(NC(=O)NCc3ccccc3)ccc2OC[C@H]2O[C@@H](CC(=O)NCC3CCCCC3)CC[C@H]21,-4,-1,-6,-2.2,-14,1,7[16.7 µM],7
Cc1ccc(S(=O)(=O)NN=C2CC(C)(C)OC2(C)C)cc1,x,14,-13,1.2,x,4,9,x
CO[C@H]1CN(C)C(=O)c2cc(NC(=O)c3cccc(F)c3)ccc2OC[C@H](C)NC[C@H]1C,3,-2,22,3.5,-10,0,-6[16.7 µM],2
CN(CC(=O)Nc1ccc(Cl)c(C(F)(F)F)c1)C(=O)c1cccs1,-21,1,-3,-12,-6,3,-2,x
O=C(NC1CCCC1)[C@@H]1[C@@H](CO)[C@@H]2Cn3c(ccc(-c4cccnc4)c3=O)[C@@H]2N1CCc1ccccc1,-5,1,29,-0.7,x,1,-6[16.7 µM],x
Cc1cc(=O)oc2cc(NC(=O)c3ccccc3C(=O)O)ccc12,14,-2,9,-5.3,x,-7,x,3
O=C(O)C1C2C=CC3(CN(c4cccc(C(F)(F)F)c4)C(=O)C13)O2 (stereo not drawn),10,0,9,x,5,-2,x,x
Nc1nc(-c2cc3c(cc2Cl)OCCO3)cs1,4,0,19,-2.3,-4,-3,3,32*

# Complete entries, quoted from the list. Order of screens: GSIS activator, Cneo AK release, C2C12 statin, F508del corr, PGC1a acetyl inh, PglD DTNB, miR-122 sensor, FN deposit inh
# Record of O=C(NC1CCCC1)[C@@H]1[C@@H](CO)[C@@H]2Cn3c(ccc(-c4cccnc4)c3=O)[C@@H]2N1CCc1ccccc1 → -5, 1, 29, -0.7, x, 1, -6[16.7 µM], x
# Record of CO[C@H]1CN(C)C(=O)c2cc(NC(=O)c3cccc(F)c3)ccc2OC[C@H](C)NC[C@H]1C → 3, -2, 22, 3.5, -10, 0, -6[16.7 µM], 2
# Record of Nc1nc(-c2cc3c(cc2Cl)OCCO3)cs1 → 4, 0, 19, -2.3, -4, -3, 3, 32*

# (continued)
SMILES,GSIS activator,Cneo AK release,C2C12 statin,F508del corr,PGC1a acetyl inh,PglD DTNB,miR-122 sensor,FN deposit inh
C[C@@H]1CN([C@@H](C)CO)C(=O)c2cc(N(C)C)ccc2O[C@@H]1CN(C)Cc1ccc(C(=O)Nc2ccccc2N)cc1,x,-1,-123,6.6,-3,0,254*[16.7 µM],x
Cc1[nH]nc2ncc(C(=O)c3cc(F)ccc3O)cc12,x,4,2,x,3,-5,2,x
Cc1nn(CC(=O)NNC(=S)Nc2ccccc2)c(C)c1[N+](=O)[O-],6,-1,14,-1.5,-5,-7,-6,x
CCCC1(c2ccccc2)NC(=O)N(CC(=O)Nc2cc(OC)cc(OC)c2)C1=O (stereo not drawn),-24,1,4,-2.1,-6,5,-5,-6
CCOc1cc(CNCCO)cc(Br)c1OCc1ccc(Cl)cc1,x,5,x,x,-33,8,0,x
C[C@H]1CN([C@@H](C)CO)C(=O)Cc2cc(NC(=O)Nc3ccc(F)cc3)ccc2O[C@H]1CN(C)Cc1ccc(C(F)(F)F)cc1,-29,x,-4,-1.0,0,x,9[16.7 µM],-10
O=C(O)C[C@@H]1C[C@H]2c3cc(NC(=O)Cc4ccncc4)ccc3O[C@H]2[C@@H](CO)O1,3,x,x,-0.5,-4,x,x,6
CCOc1cccc(C(=O)N2CCCN(C)CC2)c1,4,0,0,-0.6,21,-11,-5,5
CC(NC(=O)C1CCN(c2nnc(-n3cccc3)s2)CC1)C12CC3CC(CC(C3)C1)C2 (stereo not drawn),x,0,13,x,-3,-8,-1,x
C[C@H](NC(=O)C[C@H]1C[C@@H]2c3cc(NS(C)(=O)=O)ccc3O[C@@H]2[C@@H](CO)O1)c1ccccc1,9,4,1,-2.9,-1,2,-1[16.7 µM],x
